# Screening results as filed in PubChem.
# ERAP1 inh: blocks human ERAP1 aminopeptidase activity; inhibition, % at 10.7 µM; recombinant ERAP1, Leu-AMC fluorescence, 60 min; actives 0.15% (n = 340,000); Q9NZ08;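 active = mean replicate inhibition of at least 30%, or all replicates individually reaching that 30% level; inactive = mean below 30% and not every replicate reaching it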;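 also: 0% = neutral control wells and 100% = L-leucinethiol positive control wells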
# CFTR F508del cor: CFTR F508del correction in bronchial cells | CFBE cells, YFP halide quenching; stimulated with forskolin plus potentiator P3; % fluorescence drop versus neutral controls | activity (quench increase), % at 7.58 µM | actives 0.36% (n = 350,000);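 active = mean added fluorescence quench of at least 8% versus neutral control, with both replicates also reaching 8%; inconclusive = only one of the mean or replicate conditions met; inactive = mean below 8% and not both replicates reaching 8%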;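 also: cells transiently co-express mutant CFTR-F508del with the halide-sensitive YFP; corrector assay measuring rescue of mutant channel to the surface after 24 h compound exposure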
# miR122 inh: blocks miR-122 activity in Huh7 sensor cells. activation (reporter increase), % at 12.5 µM. Huh7 miR-122 Renilla luciferase sensor, 48 h; neutral wells = 0, positive control = 100. actives 0.3% (n = 340,000);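 active = mean replicate activation score at least 90 and every replicate individually at or above 90; inconclusive = only one of the two criteria met; inactive = neither criterion met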;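 also: higher luciferase means less miR-122 activity so hits act as miR-122 inhibitors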
# DENV2 CPE rescue: inhibitors of DENV2 cytopathic effect | DENV2-infected cells, cytopathic effect rescue, plate reader | AID 651640 | actives 1.7% (n = 350,000) | CPE inhibition, % at 9.99 µM; in the data active = CPE inhibition above about 20%, passing the limit was not always enough; inconclusive = no clear call, values can overlap the other calls; tested in BHK-21 cells;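 also: 0% = median of neutral control wells and 100% = median of positive control wells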
# ERp5 block: inhibitors of human ERp5; Q15084; inhibition, % at 9.99 µM; actives 0.05% (n = 350,000); ERp5 insulin aggregation, absorbance 650 nm, 90 min; AID 651711;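 active = mean replicate inhibition above about 25%, with every replicate also reaching it, limit read from the data, passing the limit was not always enough; inconclusive = only one of those two criteria met; inactive = neither criterion met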
# Target sequence (Q15084 whole entry, looked up): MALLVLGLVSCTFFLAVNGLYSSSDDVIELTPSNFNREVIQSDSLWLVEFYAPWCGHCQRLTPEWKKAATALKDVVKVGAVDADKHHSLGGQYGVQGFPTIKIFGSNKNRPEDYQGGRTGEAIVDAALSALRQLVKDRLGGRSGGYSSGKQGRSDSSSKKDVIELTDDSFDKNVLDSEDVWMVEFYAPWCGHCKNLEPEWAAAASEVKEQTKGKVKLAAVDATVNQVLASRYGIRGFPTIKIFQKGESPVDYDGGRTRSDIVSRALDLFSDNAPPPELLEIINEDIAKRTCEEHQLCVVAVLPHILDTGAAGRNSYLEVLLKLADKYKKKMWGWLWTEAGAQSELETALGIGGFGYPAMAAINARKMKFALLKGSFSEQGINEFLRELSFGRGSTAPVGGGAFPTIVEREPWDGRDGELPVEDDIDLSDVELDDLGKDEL
# Casp6 inh: caspase-6 (human) enzyme inhibition. P55212. inhibition, % at 12.5 µM. actives 0.53% (n = 350,000). purified caspase-6, Z-VEID-R110 cleavage fluorescence. AID 686996;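 active = mean inhibition across replicates at least about 35%, with every replicate also reaching that limit, limit read from the data; inconclusive = only one of the two criteria met; inactive = neither criterion met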;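 also: 0% = median of neutral control wells and 100% = no fluorescence left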
# Target sequence (P55212 24-179 limits assumed): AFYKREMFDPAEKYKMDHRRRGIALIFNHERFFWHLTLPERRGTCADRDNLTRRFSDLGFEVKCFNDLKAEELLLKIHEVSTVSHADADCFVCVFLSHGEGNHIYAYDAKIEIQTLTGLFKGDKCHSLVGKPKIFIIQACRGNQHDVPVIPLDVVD
# Target sequence (P55212 194-293 limits assumed): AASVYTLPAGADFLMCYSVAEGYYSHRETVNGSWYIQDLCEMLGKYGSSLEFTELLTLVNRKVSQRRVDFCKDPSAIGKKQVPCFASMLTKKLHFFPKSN
# SIRT5 block: inhibitors of human sirtuin-5 desuccinylase; Q9NXA8; Purified SirT5, succinyl-peptide AMC, trypsin-coupled fluorescence; inhibition, % at 15 µM; actives 1.1% (n = 330,000); AID 652115; in the data active = inhibition above about 15%; inconclusive = no clear call, values can overlap the other calls
# Target sequence (Q9NXA8 whole entry, looked up): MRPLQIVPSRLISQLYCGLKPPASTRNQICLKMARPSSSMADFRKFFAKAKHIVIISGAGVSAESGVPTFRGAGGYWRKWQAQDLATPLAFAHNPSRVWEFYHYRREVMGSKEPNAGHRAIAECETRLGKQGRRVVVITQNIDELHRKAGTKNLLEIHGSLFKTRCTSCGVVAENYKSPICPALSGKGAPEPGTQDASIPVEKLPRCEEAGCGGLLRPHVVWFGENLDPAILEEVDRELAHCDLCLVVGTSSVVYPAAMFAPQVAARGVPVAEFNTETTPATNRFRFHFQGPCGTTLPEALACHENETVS
# Starred values were filed as active, the others as inactive; ? = inconclusive; . = no result given; [ ] = remark or other dose. Compounds were not picked by outcome; about 4% have a hit in one of these screens.
ERAP1 inh,CFTR F508del cor,miR122 inh,DENV2 CPE rescue,ERp5 block,Casp6 inh,SIRT5 block,molecule
0,2.5,.,12,5,0,-2,COc1ccc(-c2cn(CC[C@@H]3CC[C@@H](NC(=O)Cc4ccccn4)[C@@H](CO)O3)nn2)cc1
0,-6.7,-4,-3,1,-2,2,Cc1ccc(Cl)cc1N1CCN(S(=O)(=O)c2c(C)[nH]c(C)c2C(=O)N2CCCC2)CC1
3,0.7,.,6,4,-1,-2,OC(CNCc1ccccc1C(F)(F)F)C(F)(F)F (configuration not stated)
3,1.1,-5[16.7 µM],-7,-7,-2,4,COc1ccc(NC(=O)Nc2ccc3c(c2)CC(=O)N([C@@H](C)CO)C[C@@H](C)[C@H](CN(C)S(=O)(=O)c2ccccc2)O3)cc1
0,1.7,.,3,-2,0,0,COc1cccc(S(=O)(=O)N[C@@H]2C=C[C@@H](CC(=O)NCc3ccccc3)O[C@H]2CO)c1
0,.,.,4,5,0,4,O=C(COC(=O)c1cc[n+]([O-])cc1)Nc1ccc(F)c([N+](=O)[O-])c1
.,-1.5,.,-7,-5,3,.,CC(C)=CCC/C(C)=C/CC/C(C)=C/COc1ccc2ccc(=O)oc2c1
1,1.2,5[16.7 µM],1,-2,0,-2,Cc1cccc(-c2ccc([C@@H]3[C@H](CO)N4CCCCN(C(=O)c5cccnc5)C[C@@H]34)cc2)c1
3,-0.7,5,1,-6,3,-1,CS(=O)(=O)Nc1ccc(-c2cn3c(n2)SCC3)cc1
0,4.9,-41[16.7 µM],7,5,0,35*,C[C@@H]1CN([C@@H](C)CO)S(=O)(=O)c2ccc(C#C[C@@H](C)O)cc2O[C@H]1CN(C)Cc1ccc(-c2ccccc2)cc1
5,0.9,-13[16.7 µM],-5,-1,-2,8,C[C@H](O)C#Cc1ccc([C@@H]2[C@H](CO)N3CCCCN(C(=O)c4ccc(F)cc4)C[C@@H]23)cc1
1,-2.8,-3,.,12,-1,1,CN(c1ccc(C(=O)N2CCOCC2)cc1)S(C)(=O)=O
-4,-0.8,13,.,9,-2,-1,Cc1cccn2c(Nc3ccccc3)c(-c3ccccn3)nc12
3,1.3,-7,5,2,2,.,COc1ccc(/C=C(/NC(=O)c2ccco2)C(=O)NCc2ccco2)cc1
-3,-5.4,.,-4,0,-3,1,N#C[C@@H]1[C@@H](c2ccc(C#Cc3ccccc3F)cc2)[C@H](CO)N1C(=O)C1CC1
0,-1.2,-3,-2,2,-1,-11,Cc1ccn2c(=O)c(C(=O)O)cnc2c1
1,-1.2,9,5,7,7,-3,Cc1n[nH]c(C)c1S(=O)(=O)N(C)Cc1ccco1
-1,2.4,14,-15,-2,3,-2,COc1ccc(NC(=O)CC2C(=O)N(C)C(=S)N2CCc2ccc(F)cc2)cc1 (configuration not stated)
-1,7.1,-6,-7,-1,1,2,COc1ccc(CN2C(=O)C(CC(=O)NCCCCc3ccccc3)CC(C(=O)N3CCOCC3)=C2C)cc1 (configuration not stated)
2,0.2,-1[16.7 µM],-13,1,0,1,C[C@@H]1CN([C@@H](C)CO)C(=O)c2cccc(NS(=O)(=O)c3ccc(F)cc3)c2O[C@H]1CN(C)Cc1ccc(Cl)c(Cl)c1
1,2.9,42,?,2,-4,0,C=CCn1c(SCC(=O)Nc2ccc(F)cc2)nc2ccccc2c1=O
2,1.1,-4,6,5,0,2,O=C(NCCc1ccccn1)c1nc(Cn2cc([N+](=O)[O-])cn2)no1
-1,4.6,-7,-1,-2,0,-6,N#CC1(NC(=O)CSc2nnc(-c3ccccc3F)o2)CCCCC1
-4,-0.2,-12,11,1,-1,1,Cc1ccc(C(=O)NCCCNC(=O)c2ccccc2C)cn1
0,1.0,21,-8,-3,0,7,CC1(C)C(=O)NCCN1C(=O)CC1C(=O)NCCN1CC(c1ccccc1)c1ccccc1 (configuration not stated)
-5,0.2,36[16.7 µM],19,0,-1,3,C[C@@H]1CN([C@H](C)CO)C(=O)c2cc(C3=CCCCC3)cnc2O[C@H]1CN(C)C(=O)Nc1cccc(F)c1
1,.,.,-8,5,22,-2,CC(C)C1Nc2c(O)cc(Cl)c([N+](=O)[O-])c2C2C=CCC21 (configuration not stated)
9,-1.6,-1,-6,3,-1,-3,CC(C)CC1CCCCC1OC(=O)C[N+]1(C)CCCCC1 (configuration not stated)
.,-1.5,58[16.7 µM],-5,.,.,.,CCCNC(=O)C[C@H]1CC[C@H]2[C@H](COc3ccc(NC(=O)Nc4ccccc4)cc3C(=O)N2C)O1
-1,1.7,1[16.7 µM],-4,13,7,-1,CO[C@H]1CN(C)C(=O)c2ccc(NC(=O)c3cc(C)on3)cc2OC[C@@H](C)N(C(=O)C2CC2)C[C@H]1C
-2,1.1,-1,3,-5,0,-1,O=c1cc(-c2c(F)c(F)c(F)c(F)c2F)oc2ccccc12
-1,1.5,.,0,-1,0,-3,O=C(O)c1cc(-n2nnnc2SCc2ccccc2F)ccc1Cl
-3,-0.2,.,1,2,-27,1,Cc1cccc(NC(=O)CN2CCN(CC(=O)NCC3(N4CCCCC4)CCCCC3)CC2)c1C
-1,-2.9,-4,-4,1,-3,-1,COc1cc(OC)cc(C(=O)N[C@H](C(=O)NCc2ccccc2)C(C)C)c1
-2,2.9,1,?,3,5,4,OCC[C@@H]1C[C@H](O)[C@@H](O)[C@@]2(Cc3ccccc3CCO2)O1
1,0.3,19,-1,4,-1,-1,N#Cc1ccccc1NC(=S)NC(=O)c1cccs1
3,-3.9,6,6,-6,2,1,Cc1ccc(NC(=O)CSCC(=O)NCCc2ccccc2)cc1
-6,2.0,-12,3,6,-3,-3,Cc1cc(C(C)(C)C)cc(C)c1COC(=O)c1cccnc1
3,-5.4,0,-4,10,1,-1,COc1cccc(/C=C/C(=O)OCC(=O)c2ccc(C)c(C)c2)c1OC
-2,1.3,-3,-5,8,-2,-1,COc1ccccc1CNC(=O)CS(=O)(=O)c1ccccc1
4,2.2,-3,7,2,1,.,O=C(CSc1ncccn1)Nc1ccc(Cl)c(S(=O)(=O)N2CCOCC2)c1
-2,-0.2,2[16.7 µM],-5,-2,-3,-1,C[C@H](CO)N1C[C@H](C)[C@@H](CN(C)Cc2cncnc2)Oc2ncc(C#CC(C)(C)O)cc2C1=O
-4,-2.8,-1[16.7 µM],12,1,.,-3,Cc1ccc(S(=O)(=O)N(C)C[C@@H]2Oc3c(NC(=O)c4cc(C)nn4C)cccc3C(=O)N([C@@H](C)CO)C[C@H]2C)cc1
2,2.5,7[16.7 µM],42*,-8,-2,-3,C[C@@H]1CCCCO[C@H](CN(C)Cc2ccc(C(=O)O)cc2)[C@H](C)CN([C@H](C)CO)C(=O)c2cc(NC(=O)c3ccncc3)ccc2O1
0,0.3,-4,-1,4,2,-1,Cn1nc(C(=O)NCc2ccc(F)cc2)c2c1-c1ccccc1S(=O)(=O)C2
2,0.2,1[16.7 µM],?,1,2,3,COc1ccc(NC(=O)N(C)C[C@H]2OCCCC[C@H](C)Oc3ccc(NS(=O)(=O)c4ccc(F)cc4)cc3C(=O)N([C@H](C)CO)C[C@@H]2C)cc1
-7,.,.,5,3,2,1,Cc1c(NC(=O)C(C)OC(=O)c2cccs2)c(=O)n(-c2ccccc2)n1C (configuration not stated)
-2,-3.8,2,-1,1,1,-1,O=C(COC(=O)CNC(=O)C1CCCCC1)Nc1ccc(F)c([N+](=O)[O-])c1
-1,-0.5,-10[16.7 µM],8,2,-1,-7,C[C@H](CO)N1C[C@H](C)[C@H](CN(C)CC2CCCCC2)Oc2ccc(NC(=O)CCCN(C)C)cc2CC1=O
6,1.3,3,-5,1,-14,.,CSCC[C@H](N)C(=O)N1CCC(C(=O)N[C@H](C)C(=O)NC(C)c2ccccc2)CC1 (some centres not stated)

# Not a retest: entries from further up.
ERAP1 inh,CFTR F508del cor,miR122 inh,DENV2 CPE rescue,ERp5 block,Casp6 inh,SIRT5 block,molecule
-2,-0.2,2[16.7 µM],-5,-2,-3,-1,C[C@H](CO)N1C[C@H](C)[C@@H](CN(C)Cc2cncnc2)Oc2ncc(C#CC(C)(C)O)cc2C1=O
-4,-2.8,-1[16.7 µM],12,1,.,-3,Cc1ccc(S(=O)(=O)N(C)C[C@@H]2Oc3c(NC(=O)c4cc(C)nn4C)cccc3C(=O)N([C@@H](C)CO)C[C@H]2C)cc1
2,2.5,7[16.7 µM],42*,-8,-2,-3,C[C@@H]1CCCCO[C@H](CN(C)Cc2ccc(C(=O)O)cc2)[C@H](C)CN([C@H](C)CO)C(=O)c2cc(NC(=O)c3ccncc3)ccc2O1
0,0.3,-4,-1,4,2,-1,Cn1nc(C(=O)NCc2ccc(F)cc2)c2c1-c1ccccc1S(=O)(=O)C2
2,0.2,1[16.7 µM],?,1,2,3,COc1ccc(NC(=O)N(C)C[C@H]2OCCCC[C@H](C)Oc3ccc(NS(=O)(=O)c4ccc(F)cc4)cc3C(=O)N([C@H](C)CO)C[C@@H]2C)cc1
-7,.,.,5,3,2,1,Cc1c(NC(=O)C(C)OC(=O)c2cccs2)c(=O)n(-c2ccccc2)n1C (configuration not stated)
-2,-3.8,2,-1,1,1,-1,O=C(COC(=O)CNC(=O)C1CCCCC1)Nc1ccc(F)c([N+](=O)[O-])c1
-1,-0.5,-10[16.7 µM],8,2,-1,-7,C[C@H](CO)N1C[C@H](C)[C@H](CN(C)CC2CCCCC2)Oc2ccc(NC(=O)CCCN(C)C)cc2CC1=O
6,1.3,3,-5,1,-14,.,CSCC[C@H](N)C(=O)N1CCC(C(=O)N[C@H](C)C(=O)NC(C)c2ccccc2)CC1 (some centres not stated)

# Additional results
ERAP1 inh,CFTR F508del cor,miR122 inh,DENV2 CPE rescue,ERp5 block,Casp6 inh,SIRT5 block,molecule
-5,-0.1,.,-3,-6,-4,-4,CC1=C(C(=O)N2CCOCC2)C(c2ccc(C)cc2)NC(=S)N1 (configuration not stated)
0,2.2,-1,-4,-2,0,1,Cc1ccccc1NCC(=O)c1ccc(Br)cc1
2,-1.8,-5,-7,0,2,7,Cc1ccc(C(C)C)cc1OCC(=O)N1CCN(C(=O)c2ccco2)CC1
-3,0.8,0[16.7 µM],0,-1,-1,0,O=C(C[C@@H]1CC[C@@H]2[C@H](COC[C@H](O)CN2C(=O)c2ccc(F)cc2)O1)NC1Cc2ccccc2C1
2,-2.7,-2,4,4,2,-1,COc1ccc([C@H](OC)[C@@]2(Cc3ccc(O)cc3)N=C(N)N(C)C2=O)cc1
-3,3.5,-5,-8,6,3,-1,Cn1c(N)c(C(=O)COC(=O)c2ccc(-c3ccccc3)cc2)c(=O)n(C)c1=O
6,-3.5,11[16.7 µM],0,6,6,-1,Cc1noc(C)c1NC(=O)N(C)C[C@@H]1OCCCC[C@H](C)Oc2ccc(NC(=O)NC(C)C)cc2C(=O)N([C@H](C)CO)C[C@@H]1C
-4,-0.7,.,-1,-1,2,-3,CCCC(=O)N1CCCC(C(=O)c2ccc(OC)c(OC)c2)C1 (configuration not stated)
1,.,12[16.7 µM],-10,2,2,0,COCC#Cc1ccc2c(c1)O[C@@H](CN(C)Cc1cccnc1)[C@@H](C)CN([C@@H](C)CO)S2(=O)=O
0,0.0,-8,0,3,1,2,COc1ccc(NC(=O)c2cc(-c3cc(F)ccc3OC(C)C)n[nH]2)cc1OC
-1,3.4,1,-1,4,-1,-6,NS(=O)(=O)c1cc(C(=O)OCC(=O)N2CCOCC2)ccc1Cl
1,-2.2,8,7,-1,-1,-4,O=C(NCC1CCCO1)c1ccc2[nH]c3c(c2c1)CCCC3 (configuration not stated)
-1,-0.6,.,-8,7,3,-4,CC(C)OC(=O)N(C)C[C@@H]1OCc2ccccc2-c2c(n(C)c3ccccc23)C(=O)N([C@@H](C)CO)C[C@@H]1C
2,-0.5,.,-1,-7,2,0,N#Cc1c(NC(=O)CSc2nc(N)cc(=O)[nH]2)sc2c1CCCC2
.,3.0,-6[16.7 µM],-4,.,.,.,COc1ccccc1NC(=O)N1C[C@H](O)COC[C@H]2O[C@H](CC(=O)N3CCC(Cc4ccccc4)CC3)CC[C@@H]21
-1,-2.9,1,0,4,-5,-4,O=C(Nc1ccc(OC(F)(F)F)cc1)c1ccc2nccnc2c1
